Spn PMK inh: S. pneumoniae PMK inhibitors, primary screen, biochemical, mevalonate pathway, pilot trial included; inhibition, % at 10 µM; purified PMK, PK/LDH-coupled NADH absorbance 340 nm; hit rate 0.49% among 65,000;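 active means top-ranked compounds by inhibition in the single 10 µM screen, taking a fixed number of the strongest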;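 further: 0% = full reaction with DMSO carrier and 100% = background rate without enzyme reaction; no value below 0 was filed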
HT1080 viability: cytotoxicity in HT1080 fibrosarcoma cells, cell-based, fluorescence readout (AID 620) | HT1080 viability, fluorescence; higher % means a stronger effect | one-dose cytotoxicity, % at 10 µM; EC50 in µM for titrated hits | hit rate 0.42% among 87,000;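 further: cells exposed to compound overnight then 4 h with Alamar Blue; 0% = vehicle DMSO and 100% = killing control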
LYP inhibition: LYP phosphatase inhibitors, primary screen, biochemical, DiFMUP fluorescence, recombinant catalytic domain, 10 µM (AID 606). recombinant LYP catalytic domain, DiFMUP fluorescence; higher % means a stronger effect. 52,000 tested, under 10 active. inhibition, % at 10 µM; hits with a dose series show IC50 in µM;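 active means IC50 under 40 µM in the dose-response test; inactive means IC50 of 40 µM or more, or never dose-tested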
Spn DPM-DC inh: S. pneumoniae DPM-DC inhibitors, primary screen, biochemical, PK/LDH-coupled NADH fluorescence. diphosphomevalonate decarboxylase (Streptococcus pneumoniae D39). purified DPM-DC. calls only at 10 µM. hit rate 0.49% among 65,000;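 active means the 320 compounds with the highest percent inhibition in the single-dose primary screen, excluding strongly autofluorescent ones, cut at about 32% in these data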;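 further: kinetic rate of NADH fluorescence loss reporting ADP formed by the decarboxylase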
Alkaline phosphatase: human TNAP enzyme inhibitors, biochemical, luminescent (AID 518). inhibition, % at 20 µM, or IC50 in µM where a hit was titrated. purified TNAP enzyme, luminescent substrate readout; higher % means a stronger effect. Alkaline phosphatase, tissue-nonspecific isozyme (Homo sapiens). hit rate 0.09% among 64,000; in the data active means a potency from the dose series; inactive means the rest, 99 in 100 with inhibition below about 22%;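 further: plate controls were vehicle for no effect and reference inhibitor for full effect; many of its hits are not listed in these tables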
MK inhibit: S. pneumoniae MK inhibitors, primary screen, biochemical, PK/LDH-coupled NADH absorbance. mevalonate kinase [Streptococcus pneumoniae D39]. purified MK, PK/LDH-coupled NADH absorbance 340 nm. inhibition, % at 10 µM. hit rate 0.48% among 65,000;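 active means ranked among the strongest by inhibition in the single 10 µM screen, a fixed top-ranked set picked for dose follow-up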; further: no value below 0 was filed
HPDE-C7 viability: cytotoxicity in HPDE-C7 cells, cell-based, fluorescence, HTS (AID 430) | HPDE-C7 pancreatic duct cells viability, fluorescence; higher % means a stronger effect | cytotoxicity, % at 10 µM, or EC50 in µM where a hit was titrated | hit rate 1.8% among 63,000;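 further: cells exposed to compound for 48 hours before viability readout; 0% = vehicle and 100% = reference cytotoxic drug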
Bfl-1 inhibitors: Bfl-1 inhibitors, primary screen, biochemical, fluorescence polarization, FITC-Bid, mouse (AID 432); Bcl-2-related protein A1 (Mus musculus); FITC-Bid BH3 peptide fluorescence polarization displacement; higher % means a stronger effect; one-dose displacement, % at 20 µM; IC50 in µM for titrated hits; hit rate 0.02% among 64,000; in the data active means a potency from the dose series; inactive means the rest, 99 in 100 with displacement below about 15%; further: strong numbers were not always called active
HPDE-C7K KRASV12: cytotoxicity in KRAS-transformed pancreatic duct cells, primary screen, cell-based, fluorescence, HTS (AID 431); HPDE-C7K KRASV12 cells, Alamar Blue viability, 48 h; higher % means a stronger effect; one-dose cytotoxicity, % at 10 µM; EC50 in µM for titrated hits; hit rate 1.7% among 63,000;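 active means compounds whose percent cytotoxicity in the single-dose primary screen, scaled between solvent and toxic-drug controls, exceeds 50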;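 further: 0% = DMSO solvent wells and 100% = doxorubicin-treated wells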
Spn PMK inh pilot replicates: also measured in Spn PMK inh; calls as there; inhibition, %; measured here: pilot screen replicates
MK inhibit pilot replicates: recorded beside MK inhibit, whose call it bears; inhibition, %; measured here: pilot screen replicates
Spn DPM-DC inh pilot screen %: second read-out of Spn DPM-DC inh, no call of its own (marks repeat the call); inhibition, %; measured here: pilot screen trials
The depositor's hits bear a star; i = inactive; x = not tested or not shown. Unless noted, no stated cut-off is given here; in the data, active means cytotoxicity above about 50%; inactive means the rest. This is a random part of the collection; 3.5% or so of the library scored in one or more.

SMILES | Spn PMK inh | HT1080 viability | LYP inhibition | Spn DPM-DC inh | Alkaline phosphatase | MK inhibit | HPDE-C7 viability | Bfl-1 inhibitors | HPDE-C7K KRASV12 | others
CC(=O)N(c1ccc(Br)cc1)C1C=CS(=O)(=O)C1 (configuration not stated) | 10 | -3% | 1% | i | 15% | 1 | 0% | -4% | 10% | Spn PMK inh pilot replicates=4.5;MK inhibit pilot replicates=1.5;Spn DPM-DC inh pilot screen %=0.5
O=S(=O)(NCc1ccccn1)c1ccc(Br)s1 | 6 | -3% | 27% | i | 15% | 6 | -19% | -2% | -5%
CCCCC(C(=O)O)C(C)CC(=O)Nc1cccc(C(=O)O)c1 (configuration not stated) | 0 | -7% | 12% | i | 7% | 4 | 3% | -2% | -7%
O=C(Nc1ccccc1N1CCOCC1)c1ccc(Br)o1 | 0 | -17% | -2% | i | 5% | 12 | 4% | -4% | 1%
COc1nnc(-c2ccc(C)c(S(=O)(=O)NCCO)c2)c2ccccc12 | 9 | 13% | 2% | i | 12% | 4 | 4% | 7% | 4% | Spn PMK inh pilot replicates=0.0;MK inhibit pilot replicates=0.0;Spn DPM-DC inh pilot screen %=0.0
COc1cccc(CN2C(=O)CCC2(C)C(=O)NC2CCCCCC2)c1 (configuration not stated) | 9 | -6% | x | i | 5% | 3 | -11% | 1% | -8%
CCCC(=O)Nc1ccc(NC(=O)CCc2ccccc2)cn1 | 1 | 9% | x | i | 15% | 5 | -5% | -2% | 0%
COCCCNC(=O)c1cc2c(=O)n(C)c3ccccc3c2n1C | 0 | 12% | 11% | i | 8% | 4 | 8% | 2% | -4%
COc1ccc(C2CC(=O)NC3=C2C(=O)CCC3)cc1Cl (configuration not stated) | 9 | 1% | x | i | 6% | 2 | -41% | -47% | -15%
Nc1ccc(C(=O)OCCCc2nc3ccccc3[nH]2)cc1 | 14 | 27% | 19% | i | 16% | 0 | -8% | 4% | -14% | Spn PMK inh pilot replicates=3.5;MK inhibit pilot replicates=2.0;Spn DPM-DC inh pilot screen %=0.5
Cc1ccc(C2N(c3ccc(Cl)c(Cl)c3)C(=O)C3CCCN32)o1 (configuration not stated) | 15 | 18% | x | i | 14% | 1 | 20% | 1% | 36% | Spn PMK inh pilot replicates=1.0;MK inhibit pilot replicates=1.5;Spn DPM-DC inh pilot screen %=0.0
CC1(C)NC(=O)N(CC(O)COc2ccc(-c3ccc(C#N)cc3)cc2)C1=O (configuration not stated) | 17 | -4% | 1% | i | -1% | 1 | -1% | 6% | -3%
CCOCCn1c(SC)nc2c1c(=O)[nH]c(=O)n2C | 0 | 2% | x | i | 1% | 20 | -8% | 14% | 7%
Cc1cc(Cl)c(S(=O)(=O)N2CCSCC2)cc1OCC(N)=O | 5 | 2% | 18% | i | -5% | 9 | 5% | -1% | -2%
Cn1nc(-c2ccc(N3CCOCC3)c(NC(=O)COc3ccccc3)c2)c2ccccc2c1=O | 1 | 8% | 7% | i | 0% | 12 | -1% | 0% | -13%
O=c1c2c(-c3ccccc3)csc2nc2n1CCC2 | 15 | -5% | x | i | 22% | 0 | -4% | -4% | -8% | Spn PMK inh pilot replicates=0.0;MK inhibit pilot replicates=0.0;Spn DPM-DC inh pilot screen %=1.5
COCCOC(=O)C1=C(C)NC2=C(C(=O)CCC2)C1c1ccc2c(c1)OCO2 (configuration not stated) | 0 | 2% | 10% | i | 0% | 5 | -13% | -5% | -9%
CC1=C(C)SC(=C(C#N)c2nnc(N3CCOCC3)n2-c2ccccc2)S1 | 13 | 21% | 15% | i | 16% | 7 | 23% | -2% | 21%
CCN1CCN(CCCNC(=O)Cn2cc3c(n2)CCCC3)CC1 | 7 | -11% | 13% | i | 7% | 4 | 2% | 1% | -2%
O=C(Nc1nc2c(s1)C(=O)CCC2)c1ccccc1 | 0 | -1% | -3% | i | 1% | 0 | -12% | 9% | -7%
CC(C)(C)NC(=O)COC(=O)c1ccc(O)cc1 | 9 | -7% | 14% | i | 15% | 5 | 5% | 1% | -1% | Spn PMK inh pilot replicates=0.0;MK inhibit pilot replicates=0.0;Spn DPM-DC inh pilot screen %=0.5
Oc1c(C(c2ccco2)N2CCC3(CC2)OCCO3)sc2ncnn12 (configuration not stated) | 0 | -3% | 18% | i | -5% | 10 | -7% | 1% | -9%
CCOCc1nnc(NC(=O)CCc2ccccc2)s1 | 0 | 1% | 7% | i | 1% | 0 | -18% | -5% | -23%
Cc1nc(C)c(C(=O)C2=C(O)C(=O)N(CCCn3ccnc3)C2c2ccc(Cl)cc2)s1 (configuration not stated) | 16 | 8% | x | i | 7% | 9 | -11% | -5% | -26%
COc1ccc(O)c(C(=O)CC(=O)c2ccc(F)cc2)c1 | 0 | x | -13% | i | 9% | 1 | 2% | 3% | -10%

Further results.
SMILES | Spn PMK inh | HT1080 viability | LYP inhibition | Spn DPM-DC inh | Alkaline phosphatase | MK inhibit | HPDE-C7 viability | Bfl-1 inhibitors | HPDE-C7K KRASV12 | others
c1ccc(N2CCN(c3ncnc4sc5c(c34)CCC5)CC2)cc1 | 0 | -12% | -16% | i | 12% | 6 | -11% | 2% | -9%
Cc1csc(SCCn2c(N3CCN(c4ccccc4)CC3)nc3c2c(=O)[nH]c(=O)n3C)n1 | 7 | 0% | 2% | i | 5% | 10 | 11% | -1% | 7%
O=C(c1ccc(Cl)s1)N1CCOCC1 | 3 | 10% | -1% | i | 4% | 4 | 1% | -7% | -3%
CCOC(=O)C1=C(C)Nc2ncnn2C1/C=C/c1ccccc1 (configuration not stated) | 8 | 2% | 15% | i | 10% | 9 | -1% | 5% | 12%
CC1CCCN(C(=O)CN2CCN(C(=O)c3ccco3)CC2)C1 (configuration not stated) | 12 | 4% | 9% | i | 14% | 0 | -6% | -1% | 4% | Spn PMK inh pilot replicates=3.5;MK inhibit pilot replicates=0.0;Spn DPM-DC inh pilot screen %=0.0
CC(=O)Nc1cc(OC(C)=O)c2nonc2c1OC(C)=O | 7 | 35% | x | i | 10% | 8 | 5.7µM* | -4% | 6.3µM*
CC(=O)Nc1cccc(NC(=O)c2sc3ncn(CC(=O)N4CCCCC4)c(=O)c3c2C)c1 | 16 | -1% | 19% | i | 11% | 4 | -7% | -4% | -7%
N#CC1=C(N)N(c2ccccc2Sc2ccccc2)C(=O)C1 | 8 | 6% | 4% | i | 5% | 4 | 4% | -2% | -4%
Cc1cc(C(=O)CSc2nnc(-c3ccccc3)n2Cc2ccc3c(c2)OCO3)c(C)n1C | 16 | 4% | 8% | i | 8% | 0 | 16% | -1% | 20%
COc1ccc(-n2nc(C(=O)NCC(=O)N3CCN(c4ccccn4)CC3)c3ccccc3c2=O)cc1 | 0 | 10% | 7% | i | 14% | 3 | x | 3% | x
O=C(NCCCn1ccnc1)c1csc2ccccc12 | 4 | 1% | x | i | 18% | 2 | -4% | -2% | 4% | Spn PMK inh pilot replicates=7.0;MK inhibit pilot replicates=0.0;Spn DPM-DC inh pilot screen %=1.0
c1ccc(-c2ccc(-n3ccnc3)cc2)cc1 | 16 | -5% | 14% | i | 15% | 0 | -8% | -2% | 2%
COC(=O)c1c(N)c(C#N)c(C)n1-c1ccccc1 | 17 | 11% | -7% | i | 8% | 11 | -3% | -1% | -6%
Cc1ccc(S(=O)(=O)Cc2cn3cccnc3n2)cc1 | 8 | -3% | x | x | 4% | 1 | x | -12% | x
CC(=O)OC(C(=O)n1nc(C)cc1C)c1ccccc1 (configuration not stated) | 0 | 2% | 13% | i | 5% | 15 | 0% | 2% | 4%
COc1ccc(-c2ncncc2-c2csc(C)n2)c(O)c1 | 10 | 16% | 8% | i | 5% | 5 | 3% | 0% | 8%
CCOC(=O)c1[nH]c(C)c(CN(CCc2ccccc2)S(C)(=O)=O)c1C | 11 | -4% | 4% | i | 7% | 7 | -2% | 1% | 1%
CCOC(=O)c1cc2sc(C)cc2n1CC(=O)N1CCc2ccccc21 | 8 | 6% | 10% | i | 6% | 4 | -2% | -1% | -8%
Cc1cc(C(=O)N2CCN(C(=O)C3CCCO3)CC2)no1 (configuration not stated) | 13 | -3% | 9% | i | 22% | 5 | -16% | -6% | -17%
COc1ccc(Cl)c(Cn2c(NCc3ccco3)nc3c2c(=O)n(C)c(=O)n3C)c1 | 7 | x | 5% | i | -3% | 4 | 1% | 3% | -14%
CC(C)COc1ccc(/C(O)=C2/C(=O)C(=O)N(CCN(C)C)C2c2ccncc2)cc1 (configuration not stated) | 0 | 15% | -9% | i | 4% | 3 | -6% | -1% | -14%
